High-throughput results from PubChem BioAssay.
E-selectin induc: induces E-selectin expression in human endothelial cells | HUVEC E-selectin immunofluorescence imaging; normalized: neutral wells 0, TNF-alpha wells 100 | 260,000 compounds, 0.37% hits | AID 686992 | activation, % at 7.58 µM;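 active means mean E-selectin-positive cell signal at least 10% of the positive control, reached in at least 60% of replicates, without over 20% cell loss; inconclusive means no rule given, readout overlaps actives, possibly toxicity-flagged; inactive means the rest, including those meeting only one limit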;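 further: in these data hits start at about 27%; measured in HUVEC primary endothelial cells; signal is the percent of cells scored E-selectin positive by PE staining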
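System: HUVEC, human umbilical vein endothelial cells; quantity: 3,000 cells/well; buffer or medium: EGM-2 medium, gelatin-coated wells; dosing: single-point compound dose; detection: immunofluorescence imaging; evaluation: % PE-positive cells; benchmarks: TNF-alpha, DMSO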
RAD54 inh: RAD54 (human) branch migration inhibition | Q92698 | inhibition, % at 10.4 µM | 360,000 compounds, 0.14% hits | RAD54 Holliday junction branch migration, FAM/BHQ fluorescence;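 active means mean normalized replicate activity at least 40 and at least half of replicates scoring 40 or more; inconclusive means only one of the two criteria met; inactive means mean below 40 and under half of replicates reaching 40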;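 further: 0% = median of neutral control wells and 100% = median of positive control wells; inhibitors cause a drop in the FAM fluorescence signal; in these data hits start at about 50%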
INS-1E GSIS act: GLuc luminescence reporter in INS-1E cells, primary screen for activators of glucose-dependent secretion of insulin; activation, % at 16.6 µM; INS-1E GLuc reporter insulin secretion, 2-3 h; 370,000 compounds, 0.61% hits;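 active means lowest replicate activation of at least 40%, so every replicate reaches that level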;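 further: 0% = median of neutral control wells and 100% = median of IBMX positive control wells; some compounds called inactive have numbers as strong as hits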
RAD52 anneal inh: RAD52 (human) annealing inhibition. 360,000 compounds, 0.46% hits. P43351. recombinant RAD52 DNA annealing, FRET fluorescence. inhibition, % at 18.7 µM;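 active means every replicate showing at least 50% inhibition; inconclusive means mean inhibition at least 50% but not in every replicate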
Target sequence (P43351 whole entry, looked up): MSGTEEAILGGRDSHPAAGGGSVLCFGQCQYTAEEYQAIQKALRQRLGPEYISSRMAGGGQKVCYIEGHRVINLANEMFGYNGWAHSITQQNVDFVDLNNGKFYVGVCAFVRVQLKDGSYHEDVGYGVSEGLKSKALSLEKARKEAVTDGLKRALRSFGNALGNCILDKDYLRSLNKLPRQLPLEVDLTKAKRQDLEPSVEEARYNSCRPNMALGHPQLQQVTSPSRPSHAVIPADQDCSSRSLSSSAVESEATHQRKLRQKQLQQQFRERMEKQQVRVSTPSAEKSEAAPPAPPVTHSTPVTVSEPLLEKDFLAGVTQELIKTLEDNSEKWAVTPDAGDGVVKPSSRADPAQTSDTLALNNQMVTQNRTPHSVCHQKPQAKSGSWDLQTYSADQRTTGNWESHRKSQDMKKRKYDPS
CFTR F508del cor: correctors of CFTR F508del function in bronchial epithelial cells. CFBE cells, YFP halide quenching; stimulated with forskolin plus potentiator P3; % fluorescence drop versus neutral controls. activity (quench increase), % at 7.58 µM. 350,000 compounds, 0.36% hits;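 active means mean added fluorescence quench of at least 8% versus neutral control, with both replicates also reaching 8%; inconclusive means only one of the mean or replicate conditions met; inactive means mean below 8% and not both replicates reaching 8%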;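 further: cells transiently co-express mutant CFTR-F508del with the halide-sensitive YFP; corrector assay measuring rescue of mutant channel to the surface after 24 h compound exposure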
Xi reactivation: X-chromosome reactivation activator; XiGFP mouse fibroblasts, % GFP-positive cells imaging, 3 d; cells co-treated with 5-aza-dC sensitizer; scaled so ellipticine positive control = 100%; AID 743238; activation, % at 7.58 µM; 360,000 compounds, 0.055% hits;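 active means mean normalized replicate activation at least 10% and every replicate at or above 10%; inconclusive means only one of the two criteria met; inactive means mean below 10% and not all replicates reach 10%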;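 further: 0% = median of on-plate neutral control wells and 100% = ellipticine 6 µM median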
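System: 68-5-11 XiGFP fibroblast line; Timing: 3 days compound exposure; Compound dosing: one concentration, pinned; Benchmarks: positive control ellipticine, 6 µM final; Buffer or medium: DMEM containing 5-aza-dC.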
Casp6 inh: blocks human caspase-6 cleavage activity; 350,000 compounds, 0.53% hits; AID 686996; purified caspase-6, Z-VEID-R110 cleavage fluorescence; P55212; inhibition, % at 12.5 µM;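 active means mean inhibition across replicates at least about 35%, with every replicate also reaching that limit, limit read from the data; inconclusive means only one of the two criteria met; inactive means neither criterion met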;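 further: 0% = median of neutral control wells and 100% = no fluorescence left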
Target sequence (P55212 24-179 limits assumed): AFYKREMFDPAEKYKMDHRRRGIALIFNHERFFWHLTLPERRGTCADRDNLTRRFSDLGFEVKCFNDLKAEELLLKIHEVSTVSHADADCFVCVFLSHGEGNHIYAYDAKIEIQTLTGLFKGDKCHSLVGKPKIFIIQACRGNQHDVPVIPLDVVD
Target sequence (P55212 194-293 limits assumed): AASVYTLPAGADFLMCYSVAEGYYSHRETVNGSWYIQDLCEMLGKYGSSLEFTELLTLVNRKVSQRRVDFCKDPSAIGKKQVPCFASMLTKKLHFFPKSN
DENV2 CPE rescue: protects cells from dengue virus 2 cytopathic effect; DENV2-infected cells, cytopathic effect rescue, plate reader; CPE inhibition, % at 9.99 µM; 350,000 compounds, 1.7% hits; AID 651640; in the data active means CPE inhibition above about 20%, passing the limit was not always enough; inconclusive means no clear call, values can overlap the other calls; tested in BHK-21 cells;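 further: 0% = median of neutral control wells and 100% = median of positive control wells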
Starred values were filed as active, the others as inactive; u = inconclusive; x = not tested or not shown.

SMILES	E-selectin induc	Xi reactivation	RAD52 anneal inh	CFTR F508del cor	INS-1E GSIS act	RAD54 inh	DENV2 CPE rescue	Casp6 inh
Cc1ccc(N(CC(=O)N/N=C/c2ccco2)S(=O)(=O)c2ccccc2)cc1	x	x	-28	1.1	-22	-17	9	-2
O=C(Nc1ccccc1)O/N=C/c1ccc(F)cc1	x	-0.1	-23	-7.5	3	1	14	0
CC(=O)Nc1ccc(S(=O)(=O)Nc2ccc(-n3cnnn3)cc2)cc1	-0.3	0.1	-5	-2.3	6	-7	17	-1
COc1cc(C(=O)OCC(=O)N2CCCC2=O)cc(OC)c1C	x	-0.2	-7	-0.8	5	1	7	37*
Cc1[nH]n(-c2ccccc2)c(=O)c1/C=N/NC(=O)c1ccccc1F	0.6	0.1	-11	6.1	-6	2	-3	7
CN(C)/C(Cn1cncn1)=C1/N=C(c2c(F)cccc2F)OC1=O	0.0	0.5	-16	-2.2	-2	x	4	7
Cc1ccc(C(=O)Nc2ccc(Cl)cc2C)c(Cl)c1	x	0.4	-4	0.9	-6	1	10	0
CCC(C)Nc1nc(N)c([N+](=O)[O-])c(NC2CCCCC2)n1 (stereo not given)	-0.1	0.2	0	2.9	28	4	-2	-1
Cc1ccc(S(=O)(=O)N2CCSC2C(=O)O)cc1 (stereo not given)	x	x	-6	x	15	-2	x	-1
CCOc1ccc(NC(=O)COC(=O)c2cc(S(=O)(=O)N3CCCC3)ccc2C)cc1	x	0.0	-18	2.7	-42	-14	-3	2

Additional structures.
SMILES	E-selectin induc	Xi reactivation	RAD52 anneal inh	CFTR F508del cor	INS-1E GSIS act	RAD54 inh	DENV2 CPE rescue	Casp6 inh
C=CCn1c(=O)c2c(nc3n2CC(C)CN3c2cccc(OC)c2)n(C)c1=O (stereo not given)	3.3	0.5	0	3.3	5	2	-12	-2
COc1cccc(S(=O)(=O)N2C[C@@H](O)COC[C@@H]3O[C@@H](CC(=O)Nc4ccccc4)CC[C@H]32)c1	0.0	0.0	2	-2.1	1	-3	9	6
CSCC[C@H](NC(=O)N1CCn2c1nc1ccccc12)C(=O)NCc1ccc2c(c1)OCO2	x	0.3	7	0.1	-37	3	4	1
CCOC(=O)N/N=C(\C)c1ccc(C)o1	x	0.1	-12	-2.7	0	x	x	1
C[C@@H]1CN([C@@H](C)CO)C(=O)c2cccc(NS(=O)(=O)c3ccccc3)c2O[C@@H]1CN(C)S(=O)(=O)c1ccccc1	0.4	-0.4	4	-3.4	11	6	-3	-2
O=C(C[C@@H]1CC[C@@H](NC(=O)Nc2ccc(F)cc2)[C@@H](CO)O1)NCc1cccc(F)c1	0.2	-0.3	4	-0.2	-10	-5	1	-3
Cc1c(N(C)C(=O)COc2ccc3ccccc3c2)c(=O)n(-c2ccccc2)n1C	42*	0.5	-15	0.8	4	-13	-2	5
CCCn1c(SCC(=O)N2c3ccccc3CC2C)n[nH]c1=O (stereo not given)	x	0.0	-4	0.1	12	-5	u	1
COc1ccc(NC(=O)N(C)C[C@H]2Oc3c(NS(=O)(=O)c4cn(C)cn4)cccc3C(=O)N([C@@H](C)CO)C[C@H]2C)cc1	-14	0.1	-10	0.5	17	3	4	-1
CCCSC1=NN2CCCC(=O)N=C2S1	4.4	0.3	-18	0.2	-12	-13	u	2

Continuation:
SMILES	E-selectin induc	Xi reactivation	RAD52 anneal inh	CFTR F508del cor	INS-1E GSIS act	RAD54 inh	DENV2 CPE rescue	Casp6 inh
O=S(=O)(CCc1ccncc1)Cc1ccc2c3c(cccc13)CC2	x	0.3	-7	1.5	-2	x	-1	-3
CC(=O)Oc1cccc(C(=O)Nc2ccccc2NC(=O)c2cccc(OC(C)=O)c2)c1	0.1	0.0	-3	-1.1	-29	-2	5	0
COc1cccc(S(=O)(=O)N2CCCCN3[C@@H](CO)[C@H](c4ccc(-c5ccccc5)cc4)[C@@H]3C2)c1	-0.6	0.0	-26	-4.4	-1	8	-3	2
COCC(=O)NNC(=O)Cc1ccc(Cl)cc1	x	0.4	-13	x	-11	x	2	-1
O=C(C[C@@H]1C[C@@H]2c3cc(NC(=O)C4CCOCC4)ccc3O[C@@H]2[C@H](CO)O1)NC1CCCC1	-0.1	0.1	-5	-3.2	5	2	9	-4
CO[C@@H]1CN(C)C(=O)c2cc(NC(=O)c3ccccc3F)ccc2OC[C@@H](C)N(CC2CCOCC2)C[C@@H]1C	0.0	-0.3	5	0.3	13	1	3	2
O=C(CN(c1ccc(F)cc1)S(=O)(=O)c1ccccc1)N1CCOCC1	x	0.1	-9	2.4	7	-2	-6	-2
COc1cc(/C=C/C(=O)CC(=O)/C=C/c2ccc(O)c(OC)c2)ccc1O	-0.1	0.0	-164	2.0	x	-34	5	9
O=C(NCCN1CCOCC1)c1cc(S(=O)(=O)Nc2ccccc2F)c(Cl)cc1Cl	1.6	0.0	-2	1.6	-4	-2	12	-2
O=C(Cc1ccc(Nc2nc(=S)[nH]c3ccccc23)cc1)NC1CCCCC1	1.5	0.0	-3	-0.5	5	x	-1	-7

(next part)
SMILES	E-selectin induc	Xi reactivation	RAD52 anneal inh	CFTR F508del cor	INS-1E GSIS act	RAD54 inh	DENV2 CPE rescue	Casp6 inh
Cc1noc(C)c1NC(=O)N(C)C[C@@H]1OCCCC[C@@H](C)Oc2ccc(NC(=O)Nc3ccc(F)cc3)cc2C(=O)N([C@@H](C)CO)C[C@H]1C	0.4	0.1	4	0.2	-21	-4	-3	0
CCCCOc1ccc(C(O)(CCN2CCOCC2)c2ccccc2)cc1 (stereo not given)	-0.3	0.0	18	1.2	-20	-15	-1	3
O=C(N/N=C/c1ccc[nH]1)c1ccc(O)cc1	x	0.3	-13	1.1	-19	x	3	4
OC(CC(O)c1ccccc1)c1ccccc1 (stereo not given)	x	x	-3	-3.2	14	-7	5	-1
COc1ccc(CN=C(N)N=C(N)N)cc1Cl	x	0.1	-3	1.8	11	0	0	56*
O=C(NC1CCCC1)c1nc(-c2ccco2)oc1-c1ccccc1	-0.1	0.0	-33	1.5	17	x	-5	4
COc1cc(/C=N/NC2=NC(C)(C)Cc3ccccc32)cc(OC)c1OC	x	0.0	-7	-2.1	1	x	-4	3
N#C[C@H]1[C@@H](c2ccc(-c3ccncc3)cc2)[C@@H](CO)N1C(=O)C1CCCC1	1.6	0.0	-1	0.4	2	4	6	2
Cc1ccc(S(=O)(=O)N(C)C[C@H]2Oc3c(NC(=O)c4ccc(-c5nccs5)cc4)cccc3C(=O)N([C@@H](C)CO)C[C@H]2C)cc1	1.1	0.7	0	1.5	2	4	0	x
C[C@@H]1CN([C@H](C)CO)C(=O)c2cccc(NC(=O)Nc3cccc4ccccc34)c2O[C@@H]1CN(C)C(=O)Nc1ccc(F)cc1	u	-0.5	0	1.6	-10	-12	6	3

(more compounds)
SMILES	E-selectin induc	Xi reactivation	RAD52 anneal inh	CFTR F508del cor	INS-1E GSIS act	RAD54 inh	DENV2 CPE rescue	Casp6 inh
COc1ccccc1/C=C/C=N/NC(=O)Cc1cccn1C	x	0.0	-35	0.6	4	x	-2	-1
O=C(Cn1cc(C(F)(F)F)cc(Cl)c1=O)Nc1cccc(S(=O)(=O)N2CCCCC2)c1	-0.8	-0.1	-7	2.5	-57	-4	-5	0
O=C(CC1SC(N2CCCCC2)=NC1=O)Nc1ccc(C(=O)NCc2ccccc2)cc1 (stereo not given)	0.0	0.1	-88	2.3	-8	4	-7	0
C/C(=N\NC(=O)C1(C)CC1(Br)Br)c1cccc(NC(=O)C2CCC2)c1 (stereo not given)	x	0.3	-10	-0.9	-9	-7	1	0
C[C@@H]1CN([C@H](C)CO)C(=O)CCCn2cc(nn2)CO[C@H]1CN(C)Cc1cccc2c1OCCCO2	-0.2	0.9	-20	2.1	-3	8	u	1
CCCN1C[C@@H](C)[C@@H](OC)CN(C)C(=O)c2cc(NC(=O)c3cccc(F)c3)ccc2OC[C@H]1C	0.1	0.1	4	1.7	8	7	-10	0
CCNC(=O)C[C@@H]1CC[C@H]2[C@H](COc3ccc(NS(C)(=O)=O)cc3C(=O)N2C)O1	0.1	0.2	-10	-1.1	7	0	1	3
COc1ccc(CN2CCNC(=O)C2CC(=O)NC2CCOCC2)c(F)c1 (stereo not given)	-0.1	-0.1	-25	-2.2	9	-4	5	-5
C[C@H]1CN([C@@H](C)CO)C(=O)c2cccc(NC(=O)CCCCCC(=O)Nc3ccccc3N)c2O[C@H]1CN(C)Cc1ccc(-c2ccccc2)cc1	-0.1	-0.5	24	0.6	-4	x	-10	-1
COc1cccc(OC)c1C(=O)Nc1c(C(=O)N2CCN(C)CC2)oc2ccccc12	x	0.0	1	-1.9	28	-1	-7	2

In a second layout: 2 of the compounds above.
COc1ccccc1/C=C/C=N/NC(=O)Cc1cccn1C
  E-selectin induc: x
  Xi reactivation: 0.0
  RAD52 anneal inh: -35
  CFTR F508del cor: 0.6
  INS-1E GSIS act: 4
  RAD54 inh: x
  DENV2 CPE rescue: -2
  Casp6 inh: -1

O=C(Cn1cc(C(F)(F)F)cc(Cl)c1=O)Nc1cccc(S(=O)(=O)N2CCCCC2)c1
  E-selectin induc: -0.8
  Xi reactivation: -0.1
  RAD52 anneal inh: -7
  CFTR F508del cor: 2.5
  INS-1E GSIS act: -57
  RAD54 inh: -4
  DENV2 CPE rescue: -5
  Casp6 inh: 0

(more compounds)
SMILES	E-selectin induc	Xi reactivation	RAD52 anneal inh	CFTR F508del cor	INS-1E GSIS act	RAD54 inh	DENV2 CPE rescue	Casp6 inh
CC(=O)C1(O)CCC2C3CC(C)C4=CC(=O)CCC4(C)C3CCC21C (stereo not given)	-0.2	-0.1	-2	5.5	-19	3	1	1
Cc1ccc(NS(=O)(=O)c2ccc(C(=O)NCCCN3CCCC3=O)cc2)cc1C	x	-0.1	0	-0.5	-10	2	0	-1
c1ccc(-c2nnc(C3CC(c4ccncc4)=NO3)o2)cc1 (stereo not given)	-0.4	-0.3	-2	-2.9	24	-2	19	2
Cn1c(=O)oc2cc(S(=O)(=O)N3CCCC(C(=O)Nc4ccc5c(c4)OCCO5)C3)ccc21 (stereo not given)	-1.4	0.0	-32	1.4	-2	-4	2	0
O=C(O)c1ccc(NC(=O)C2CCN(S(=O)(=O)c3ccc4c(c3)OCCO4)CC2)cc1	0.4	0.0	-8	2.1	25	-3	-7	4
COc1ccc(-c2nnc(-c3ccccc3O)o2)cc1	-0.1	0.0	-6	5.2	10	1	-7	-2
CC(OC(=O)c1ccco1)C(=O)Nc1ncc(Cl)cc1Cl (stereo not given)	x	-0.5	-14	-1.1	-8	12	3	-2
